Xi reactivation – activators of X-chromosome reactivation in mouse fibroblasts | XiGFP mouse fibroblasts, % GFP-positive cells imaging, 3 d; cells co-treated with 5-aza-dC sensitizer; scaled so ellipticine positive control = 100% | activation, % at 7.58 µM | actives 0.055% (n = 360,000) | AID 743238;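 active = mean normalized replicate activation at least 10% and every replicate at or above 10%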;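 also: 0% = median of on-plate neutral control wells and 100% = ellipticine 6 µM median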
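Material: XiGFP fibroblasts, SV40-immortalized; Buffer or medium: DMEM containing 5-aza-dC; Compound dosing: single point; Times: 3 days compound exposure.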
RAD54 branch – inhibitors of human RAD54 branch migration; RAD54 Holliday junction branch migration, FAM/BHQ fluorescence; inhibition, % at 10.4 µM; actives 0.14% (n = 360,000); Q92698;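 active = mean normalized replicate activity at least 40 and at least half of replicates scoring 40 or more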;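 also: 0% = median of neutral control wells and 100% = median of positive control wells; inhibitors cause a drop in the FAM fluorescence signal; in these data hits start at about 50%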
ERAP1 inh – blocks human ERAP1 aminopeptidase activity; inhibition, % at 10.7 µM; actives 0.15% (n = 340,000); Q9NZ08; recombinant ERAP1, Leu-AMC fluorescence, 60 min;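 active = mean replicate inhibition of at least 30%, or all replicates individually reaching that 30% level; inactive = mean below 30% and not every replicate reaching it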;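 also: 0% = neutral control wells and 100% = L-leucinethiol positive control wells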
esBAF inh – blocks esBAF chromatin remodeling in mouse ES cells; Bmi1-luciferase knock-in reporter, 24 h; 100% = twice the neutral-well signal; actives 2% (n = 350,000); reporter increase, % at 12.5 µM; AID 602393; in the data active = activation above about 40%;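 also: 0% = median of the plate's neutral control wells and 100% = double that signal; a rise in the Bmi1 reporter signal indicates esBAF inhibition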
ERp5 block – ERp5 (human) disulfide isomerase inhibition | inhibition, % at 9.99 µM | Q15084 | ERp5 insulin aggregation, absorbance 650 nm, 90 min | actives 0.05% (n = 350,000);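 active = mean replicate inhibition above about 25%, with every replicate also reaching it, limit read from the data, passing the limit was not always enough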
Target sequence (Q15084 whole entry, looked up): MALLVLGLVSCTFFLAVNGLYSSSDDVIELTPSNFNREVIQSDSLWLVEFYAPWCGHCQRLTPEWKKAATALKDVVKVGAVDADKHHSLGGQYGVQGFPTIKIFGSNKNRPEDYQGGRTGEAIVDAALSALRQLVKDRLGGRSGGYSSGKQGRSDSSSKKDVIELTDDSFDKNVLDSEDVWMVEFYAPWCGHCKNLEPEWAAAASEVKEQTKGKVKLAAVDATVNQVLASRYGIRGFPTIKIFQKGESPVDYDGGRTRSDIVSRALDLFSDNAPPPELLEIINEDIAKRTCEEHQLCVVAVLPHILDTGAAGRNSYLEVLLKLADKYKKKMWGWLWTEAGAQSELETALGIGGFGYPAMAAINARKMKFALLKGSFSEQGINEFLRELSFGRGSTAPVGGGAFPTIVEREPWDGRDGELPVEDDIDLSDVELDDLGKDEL
E-selectin induc – E-selectin induction on HUVECs; activation, % at 7.58 µM; HUVEC E-selectin immunofluorescence imaging; normalized: neutral wells 0, TNF-alpha wells 100; actives 0.37% (n = 260,000);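 active = mean E-selectin-positive cell signal at least 10% of the positive control, reached in at least 60% of replicates, without over 20% cell loss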;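 also: in these data hits start at about 27%; measured in HUVEC primary endothelial cells; signal is the percent of cells scored E-selectin positive by PE staining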
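Read-out: % PE-positive cells | Test system: HUVEC | Doses: One compound dose added by pin transfer | Buffer or medium: EGM-2 over gelatin coat | Signal: Immunofluorescence imaging | Benchmarks: TNF-alpha, DMSO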
RAD52 inh – blocks human RAD52 DNA annealing. actives 0.46% (n = 360,000). inhibition, % at 18.7 µM. P43351. recombinant RAD52 DNA annealing, FRET fluorescence. AID 651710;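 active = every replicate showing at least 50% inhibition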
Target sequence (P43351 whole entry, looked up): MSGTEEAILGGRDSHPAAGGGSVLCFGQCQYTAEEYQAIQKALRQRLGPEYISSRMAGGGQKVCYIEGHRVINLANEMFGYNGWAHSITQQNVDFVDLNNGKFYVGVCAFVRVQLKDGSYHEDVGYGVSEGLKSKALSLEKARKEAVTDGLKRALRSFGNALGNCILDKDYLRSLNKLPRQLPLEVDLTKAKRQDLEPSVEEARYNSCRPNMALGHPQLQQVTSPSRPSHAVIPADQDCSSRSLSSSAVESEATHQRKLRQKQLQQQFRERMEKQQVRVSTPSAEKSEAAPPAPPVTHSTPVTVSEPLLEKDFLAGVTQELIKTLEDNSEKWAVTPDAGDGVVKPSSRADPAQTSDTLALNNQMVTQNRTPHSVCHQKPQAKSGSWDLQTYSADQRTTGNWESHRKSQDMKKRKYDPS
S100A4 MyoIIA – S100A4-myosin IIA interaction inhibition. actives 0.14% (n = 360,000). P26447. AID 652163. inhibition, % at 10.7 µM. S100A4/TAMRA-MyoIIA peptide fluorescence polarization;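 active = mean inhibition of at least 70% across replicates, with every replicate also reaching that level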
Target sequence (P26447 whole entry, looked up): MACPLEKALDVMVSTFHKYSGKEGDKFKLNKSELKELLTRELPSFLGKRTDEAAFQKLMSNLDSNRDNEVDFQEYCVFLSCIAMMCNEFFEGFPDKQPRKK
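incubation = readout 5 min after mixing, signal stable up to 60 min | system = S100A4 monomer protein | buffer or medium = HEPES pH 7.2 with CaCl2, KCl, NaCl, DTT, Triton | benchmarks = neutral control DMSO, positive control TFP | also added = fluorescent myosin IIA peptide, 5 nM | compound dosing = one concentration per compound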
* hit, by the source's call; / = not tested or not shown.

SMILES | Xi reactivation | RAD54 branch | ERAP1 inh | esBAF inh | ERp5 block | E-selectin induc | RAD52 inh | S100A4 MyoIIA
O=C1N(Cc2cccc(Cl)c2)C[C@@H]2C[C@@H](c3cccn3-c3ccccn3)N3CCC[C@@]123 | 3.2 | / | -5.1 | -3.5 | -3.3 | / | -14.6 | -14.3
Cc1cc2ccccn2c1C(=O)c1ccccc1Br | 0.1 | -4.5 | 1.2 | -6.2 | 2.8 | / | -12.7 | -7.3
CC(NC(=O)c1cc(-c2ccncc2)nc2ccc(Br)cc12)C1CCCO1 (centres undefined) | -0.1 | 12.6 | -4.7 | / | 1.9 | -0.3 | -5.7 | -60.5
CC(C)(CC(=O)OCC(=O)Nc1ccccc1F)CC1=NS(=O)(=O)c2ccccc2N1 | 0.0 | -0.7 | -0.6 | 0.3 | 2.3 | / | 0.1 | -4.2
Cc1ccc(OCCCn2c(=O)oc3ccccc32)cc1 | 0.1 | -8.0 | -5.1 | 7.6 | 2.9 | -0.7 | -15.5 | 2.5
Cc1ccc(C2CC(c3cccc(C)c3)n3ncnc3N2)cc1 (centres undefined) | 0.3 | -5.8 | -0.4 | 1.9 | 0.4 | 0.0 | -3.5 | 0.2
Cc1ccc([N+](=O)[O-])cc1S(=O)(=O)n1ccnc1C | 0.0 | / | -4.4 | -4.2 | -0.4 | 0.4 | -12.0 | 2.9
CCN1CCN(CC(=O)Nc2ccc3c(c2)OCO3)C(=O)C1=O | 0.1 | -1.2 | -1.5 | -4.0 | -1.2 | 0.1 | -7.8 | 3.0
CSc1ccccc1C(=O)C1CCCN(C(=O)c2cncs2)C1 (centres undefined) | 0.0 | -8.9 | -0.1 | 3.0 | -1.4 | / | -12.3 | -11.0
COc1ccc(C(=O)Nc2cccc(-c3ccc4nncn4n3)c2)cc1 | 0.2 | / | -7.0 | / | -4.1 | / | -26.2 | -3.8
CC1CCCN(S(=O)(=O)c2ccc(C(=O)Nc3sc4c(c3C(N)=O)CCN(C)C4)cc2)C1 (centres undefined) | 0.2 | -24.0 | 4.8 | / | 2.0 | / | 1.2 | -6.8
O=C(Nc1cc(F)ccc1F)N[C@H]1CC[C@@H](CCn2cc(C3CC3)nn2)O[C@H]1CO | -0.3 | 4.6 | -6.5 | 4.6 | 0.0 | -0.1 | -5.0 | -1.8
O=C(O)CSCC(=O)N1CCCN(c2nccc(C(F)(F)F)n2)CC1 | 0.0 | -3.5 | 0.7 | -6.7 | -2.3 | 0.0 | -14.3 | -2.1
Clc1nc(NC2CCCCC2)c2cn[nH]c2n1 | 0.0 | -7.7 | -1.2 | / | -2.0 | 0.9 | 8.6 | -2.2
CCc1ccc(NC(=O)CO/N=C(\C)c2cc3ccccc3o2)cc1 | 0.1 | -3.4 | -4.7 | / | -4.5 | / | -15.3 | -2.2
O=S(=O)(c1ccccc1F)N1CCN(c2nc(-c3cccnc3)nc3ccccc23)CC1 | -0.1 | 10.1 | 1.9 | 0.6 | 2.4 | -0.1 | -32.3 | -3.2
O=C1C(Cc2ccc(Br)cc2)SC(=Nc2ccccc2)N1c1ccccc1 (centres undefined) | 1.9 | / | -0.1 | / | -1.9 | 2.5 | -4.2 | -0.3
Cc1c(C(=O)NNc2c(Cl)cccc2Cl)n(C)oc1=O | 0.4 | / | -0.8 | 2.9 | -11.2 | / | -8.6 | -6.0
O=C(CSc1nnc(C2CC2)n1C1CC1)c1ccc(F)cc1 | 0.0 | 7.4 | 1.8 | 28.8 | 1.3 | / | -12.7 | -2.6
CN(C)CCN(C)C1CN(CCc2ccccc2)S(=O)(=O)C1 (centres undefined) | / | 0.7 | -3.9 | -10.9 | 4.2 | 0.5 | 8.6 | -1.5
O=C(NCC(c1cccs1)N1CCOCC1)c1cc(S(=O)(=O)N2CCOCC2)ccc1Cl (centres undefined) | 0.1 | 7.1 | -0.6 | 9.8 | -8.7 | 0.1 | -13.4 | -0.9
O=C(Nc1ccc(NC(=O)c2ccc(S(=O)(=O)c3ccccc3)cc2)cc1)c1ccccc1 | / | -1.2 | 3.7 | -1.2 | -8.2 | / | -4.7 | -1.7
N#C[C@H]1[C@@H](c2ccc(C#Cc3cccc(F)c3)cc2)[C@H](CO)N1C(=O)C1CC1 | 0.0 | -13.2 | -0.1 | 3.8 | -1.8 | 7.8 | -37.9 | -5.3
N#C[C@H]1[C@@H](c2ccccc2-c2ccc(F)cc2)[C@H](CO)N1C(=O)Cc1ccccc1 | 0.2 | / | 2.1 | / | 7.6 | 0.0 | -2.5 | 1.6
COc1ccc(OC)c(NC(=S)NCc2cccs2)c1 | 0.0 | -8.9 | 0.6 | / | -1.9 | -2.5 | -8.0 | -4.5
CO[C@@H]1CN(C)C(=O)c2cc(NC(=O)c3cnccn3)ccc2OC[C@H](C)N(CC2CC2)C[C@H]1C | 0.1 | / | -2.8 | / | / | -0.2 | 9.4 | -24.6
Cc1ccc(OCCC(=O)Nc2ccc(F)c(Cl)c2)cc1 | -0.2 | / | 4.3 | / | 0.1 | -2.3 | -7.8 | 7.5
O=C(Cn1cnnn1)NCc1ccccc1 | 0.0 | -1.5 | 3.7 | -2.0 | 1.4 | / | -4.6 | 3.9
O=C(NC1CCN(S(=O)(=O)c2ccccc2F)CC1)c1cccnc1 | 0.0 | -0.7 | 0.6 | -5.8 | 2.5 | 0.3 | -1.1 | -1.0
CCOc1ccc2nc(NC(=O)C3CCCO3)sc2c1 (centres undefined) | 0.3 | 13.3 | 5.1 | 39.0 | 1.5 | -2.6 | -7.0 | 1.0
CSCCC(NC(=O)COc1ccccc1)C(=O)N1CCCC(C(F)(F)F)C1 (centres undefined) | 0.0 | / | 2.3 | -0.8 | -4.1 | -1.7 | -18.0 | 1.9
Cc1ccc(NC(=O)c2ccc(COc3ccccc3)o2)nc1 | 0.2 | -6.1 | -0.5 | 21.0 | 2.8 | / | -18.7 | 0.8
CCCNC(=O)N1CC2(CN(S(=O)(=O)c3ccc(OC)cc3)C2)c2c(n(C)c3cc(OC)ccc23)[C@H]1CO | 0.0 | / | 3.5 | / | -5.7 | -0.5 | 13.9 | 5.6
COc1ccc(-c2ccc3c(c2)O[C@@H](CN(C)Cc2cccnc2)[C@H](C)CN([C@@H](C)CO)S3(=O)=O)cc1 | 0.0 | -7.1 | 0.3 | -17.7 | -9.0 | 0.1 | 11.8 | 10.3
CO[C@H]1CN(C)C(=O)c2cc(NC(=O)NC(C)C)ccc2OC[C@@H](C)N(C(=O)C2CCC2)C[C@@H]1C | -0.2 | 0.2 | / | -1.3 | -1.0 | 0.2 | 0.6 | 9.2
Cc1nnc(NC(=O)c2cc3ccccc3o2)s1 | 0.2 | 6.9 | 2.2 | -6.5 | 1.8 | 0.0 | -7.6 | 2.6
COc1cc(C(=S)NCc2ccccc2)cc(Br)c1O | 0.2 | / | -1.3 | -2.8 | -3.8 | -0.7 | -8.0 | -2.9
FC(F)(F)c1ccccc1Cc1c(C2CCCCC2)nc2ccc(Br)cn12 | 0.2 | 2.2 | / | 23.2 | -4.9 | / | -30.3 | 1.4
O=C(C[C@@H]1CC[C@@H]2[C@H](COC[C@H](O)CN2C(=O)c2ccc(F)cc2)O1)NCc1cccc(F)c1 | 0.1 | 6.7 | -2.8 | 0.0 | -1.8 | 0.0 | -2.7 | -30.4
CC(=O)N[C@@H]1C=C[C@H](CC(=O)NCC2CCCCC2)O[C@@H]1CO | 0.8 | -3.3 | 4.2 | 3.1 | -2.0 | -0.5 | -17.0 | 7.7
CCNc1ccc(S(=O)(=O)N(C)C)cc1NCC(=O)Nc1c(F)cccc1F | 0.0 | 5.7 | 3.6 | 0.4 | 2.3 | 6.2 | -11.3 | -4.5
CN(CC(=O)Nc1ccc(N2CCOCC2)cc1)CC(=O)Nc1ccccc1[N+](=O)[O-] | 0.0 | 5.3 | -3.7 | / | -3.1 | -2.6 | -6.0 | -3.0
COc1cc(C2=Nc3ccc(Br)cc3C(c3ccccc3)N2CC(=O)NN)cc(OC)c1OC (centres undefined) | 0.0 | 4.2 | -1.1 | / | 3.7 | 0.0 | -14.0 | -9.4
Cc1ccc(S(=O)(=O)NC(=O)C2(C)CCN2C(=O)C2CCCCC2)cc1 (centres undefined) | 0.1 | -5.7 | 3.2 | 0.7 | -4.0 | 0.2 | -2.7 | -1.0
CCOC(=O)c1c(C)[nH]c(C)c1C(=O)COC(=O)c1cc(OC)c(OC)cc1OC | 0.0 | / | -0.8 | / | 12.0 | / | -25.6 | -0.6
C[C@H]1CCCCO[C@H](CN(C)C(=O)Cc2ccccc2)[C@@H](C)CN([C@@H](C)CO)C(=O)c2cc(NC(=O)CCCN(C)C)ccc2O1 | -0.2 | 4.8 | 0.6 | -8.3 | 0.1 | 0.1 | 14.3 | 1.5
CN(C)CCCNC(=O)C[C@H]1CC[C@H]2[C@@H](COc3ccc(NC(=O)c4ccccc4F)cc3C(=O)N2C)O1 | 0.0 | 8.3 | -2.8 | 1.9 | -3.5 | 0.0 | -7.9 | 6.2
CC(O)(c1ccc(F)c(F)c1)c1nc(-c2cccc3cccnc23)cs1 (centres undefined) | 0.0 | -10.4 | 1.2 | -4.1 | 4.3 | -0.1 | -7.5 | 0.8
CN(C)CC#Cc1ccc([C@H]2[C@@H](CO)N(C(=O)C3CCCC3)[C@H]2C#N)cc1 | -0.1 | 5.6 | 2.3 | -2.5 | 0.7 | -0.5 | -3.8 | 1.6
COC(=O)c1ccc(N)c(N=CC2=C(O)CC(C)(C)CC2=O)c1 | 0.1 | -28.4 | 3.5 | 19.6 | 12.5 | -0.4 | -41.3 | -12.9
COc1cccc(-c2cnc3c(c2)C(=O)N([C@@H](C)CO)C[C@H](C)[C@H](CN(C)Cc2ccc(F)cc2)O3)c1 | -0.6 | 5.2 | -1.6 | -9.2 | 1.0 | 0.2 | 9.5 | -0.4
CCN1C(=O)[C@H]2[C@@H](c3ccc(-c4ccc5c(c4)OCO5)c(OC)c3)N[C@@](Cc3ccccc3)(C(=O)OC)[C@H]2C1=O | 0.3 | -5.7 | -3.5 | 3.1 | 5.9 | 0.1 | -61.5 | 7.1
Fc1ccc(CSc2ccc3nnc(-c4ccccn4)n3n2)cc1 | 0.1 | / | 2.6 | / | 3.1 | 0.5 | -1.8 | 4.6
COC(=O)CN1C(=S)N(c2ccc(OC)cc2)C(=O)C1CC(=O)Nc1ccc(F)cc1 (centres undefined) | 0.4 | / | 0.7 | / | 1.7 | 4.7 | -9.0 | 0.7
COc1ccc2sc(-c3ccccc3OC)c(-c3ccc(SC)cc3)c2c1 | -0.1 | / | / | / | 7.8 | 21.3 | -10.1 | 4.6

Nothing new here: entries from further up.
SMILES | Xi reactivation | RAD54 branch | ERAP1 inh | esBAF inh | ERp5 block | E-selectin induc | RAD52 inh | S100A4 MyoIIA
CSCCC(NC(=O)COc1ccccc1)C(=O)N1CCCC(C(F)(F)F)C1 (centres undefined) | 0.0 | / | 2.3 | -0.8 | -4.1 | -1.7 | -18.0 | 1.9
Cc1ccc(NC(=O)c2ccc(COc3ccccc3)o2)nc1 | 0.2 | -6.1 | -0.5 | 21.0 | 2.8 | / | -18.7 | 0.8
CCCNC(=O)N1CC2(CN(S(=O)(=O)c3ccc(OC)cc3)C2)c2c(n(C)c3cc(OC)ccc23)[C@H]1CO | 0.0 | / | 3.5 | / | -5.7 | -0.5 | 13.9 | 5.6
COc1ccc(-c2ccc3c(c2)O[C@@H](CN(C)Cc2cccnc2)[C@H](C)CN([C@@H](C)CO)S3(=O)=O)cc1 | 0.0 | -7.1 | 0.3 | -17.7 | -9.0 | 0.1 | 11.8 | 10.3
